Assay outcomes from PubChem BioAssay.
LYP inhibition: inhibition of human PTPN22 tyrosine phosphatase – biochemical, DiFMUP fluorescence, recombinant catalytic domain, 10 µM, primary screen (AID 606); recombinant LYP catalytic domain, DiFMUP fluorescence; higher % means a stronger effect; inhibition, % at 10 µM; hits with a dose series show IC50 in µM; 52,000 tested, under 10 active;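 active = IC50 under 40 µM in the dose-response test; inactive = IC50 of 40 µM or more, or never dose-tested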
DPM-DC inhibit: inhibitors of Streptococcus pneumoniae diphosphomevalonate decarboxylase; purified DPM-DC, PK/LDH coupled NADH fluorescence; calls only at 10 µM; 65,000 compounds, 0.49% hits; AID 556;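 active = the 320 compounds with the highest percent inhibition in the single-dose primary screen, excluding strongly autofluorescent ones, cut at about 32% in these data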;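 note: kinetic rate of NADH fluorescence loss reporting ADP formed by the decarboxylase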
HPDE-C7 viability: HPDE-C7 pancreatic duct cell viability loss – fluorescence, HTS (AID 430); HPDE-C7 pancreatic duct cells viability, fluorescence; higher % means a stronger effect; cytotoxicity, % at 10 µM; hits with a dose series show EC50 in µM; 63,000 compounds, 1.8% hits;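 note: cells exposed to compound for 48 hours before viability readout; 0% = vehicle and 100% = reference cytotoxic drug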
HPDE-C7K KRASV12: viability loss of HPDE-C7K cells – cell-based, fluorescence, HTS, primary screen (AID 431). 63,000 compounds, 1.7% hits. HPDE-C7K KRASV12 cells, Alamar Blue viability, 48 h; higher % means a stronger effect. cytotoxicity, % at 10 µM, or EC50 in µM where a hit was titrated;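 active = compounds whose percent cytotoxicity in the single-dose primary screen, scaled between solvent and toxic-drug controls, exceeds 50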;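 note: 0% = DMSO solvent wells and 100% = doxorubicin-treated wells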
Bfl-1 displacement: Bfl-1 inhibitors, primary screen, biochemical, fluorescence polarization, FITC-Bid, mouse (AID 432); FITC-Bid BH3 peptide fluorescence polarization displacement; higher % means a stronger effect; displacement, % at 20 µM, or IC50 in µM where a hit was titrated; 64,000 compounds, 0.02% hits; in the data active = a potency from the dose series; inactive = the rest, 99 in 100 with displacement below about 15%; note: strong numbers were not always called active
MK inhibit: S. pneumoniae mevalonate kinase inhibition; purified MK, PK/LDH-coupled NADH absorbance 340 nm; inhibition, % at 10 µM; 65,000 compounds, 0.48% hits;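 active = ranked among the strongest by inhibition in the single 10 µM screen, a fixed top-ranked set picked for dose follow-up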; note: no value below 0 was filed
HT1080 cytotoxicity: cytotoxicity in HT1080 fibrosarcoma cells, cell-based, fluorescence readout (AID 620); HT1080 viability, fluorescence; higher % means a stronger effect; cytotoxicity, % at 10 µM, or EC50 in µM where a hit was titrated; 87,000 compounds, 0.42% hits;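 note: cells exposed to compound overnight then 4 h with Alamar Blue; 0% = vehicle DMSO and 100% = killing control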
Alkaline phosphatase: human TNAP enzyme inhibitors, biochemical, luminescent (AID 518) | inhibition, % at 20 µM, or IC50 in µM where a hit was titrated | purified TNAP enzyme, luminescent substrate readout; higher % means a stronger effect | 64,000 compounds, 0.09% hits; in the data active = a potency from the dose series; inactive = the rest, 99 in 100 with inhibition below about 22%;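 note: plate controls were vehicle for no effect and reference inhibitor for full effect; many of its hits are not listed in these tables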
PMK inhibit: inhibitors of Streptococcus pneumoniae phosphomevalonate kinase. 65,000 compounds, 0.49% hits. inhibition, % at 10 µM. AID 539. purified PMK, PK/LDH-coupled NADH absorbance 340 nm;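 active = top-ranked compounds by inhibition in the single 10 µM screen, taking a fixed number of the strongest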;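 note: 0% = full reaction with DMSO carrier and 100% = background rate without enzyme reaction; no value below 0 was filed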
PMK inhibit pilot replicates: further read-out of PMK inhibit, marked with its call; inhibition, %; measured here: pilot screen replicates
MK inhibit pilot replicates: second read-out of MK inhibit, no call of its own (marks repeat the call); inhibition, %; measured here: pilot screen replicates
DPM-DC inhibit pilot screen %: second read-out of DPM-DC inhibit, no call of its own (marks repeat the call); inhibition, %; measured here: pilot screen trials
* hit, by the source's call; i = inactive; . = not tested or not shown. Cut-off read from the data, not from the text of the source, unless noted: active = cytotoxicity above about 50%; inactive = the rest.

SMILES	LYP inhibition	DPM-DC inhibit	HPDE-C7 viability	HPDE-C7K KRASV12	Bfl-1 displacement	MK inhibit	HT1080 cytotoxicity	Alkaline phosphatase	PMK inhibit	others
CCn1c(COc2ccccc2C)nnc1SCC(=O)NC1CCCC1	1%	i	-11%	-7%	-4%	13	-12%	6%	9
COc1ccccc1N1C(=O)CC(Nc2ccc(N3CCOCC3)cc2)C1=O (stereo not drawn)	6%	i	-1%	-9%	-5%	0	-24%	9%	2
CCOCCCNC(=O)C1CCN(C(=O)N(C)C)CC1	-8%	i	-21%	-11%	-18%	0	2%	-5%	17
CCOC(=O)c1c(C)oc2c1c(C(c1cccnc1)N1CCN(C)CC1)c(O)c1ccccc12 (stereo not drawn)	-2%	i	112%*	125%*	17%	9	-6%	13%	5
NC(=O)C1CCN(C(=O)CN2CCN(c3cccc(C(F)(F)F)c3)CC2)CC1	.	i	-2%	-2%	-6%	10	18%	4%	0
CCc1cc2c3c(c(=O)oc2cc1OC)CCCC3	17%	.	0%	1%	-4%	2	-6%	6%	11
CCCCOC(=O)Nc1nc2ccc(OC)cc2s1	14%	i	14%	2%	2%	1	-2%	12%	6	PMK inhibit pilot replicates=4.0;MK inhibit pilot replicates=0.0;DPM-DC inhibit pilot screen %=0.0
O=C(NCc1ccco1)c1cc(-c2cccnc2)nc2ccccc12	6%	i	-12%	-6%	-5%	0	2%	14%	13
Cc1sc(NC(=O)CSc2nnc(C)c(=O)[nH]2)c(C#N)c1C	.	i	4%	15%	-6%	0	6%	10%	13
COc1ccc(N2CCN(C(=O)c3ccc(NS(=O)(=O)c4cccc(F)c4)cc3)CC2)cc1	-1%	i	1%	15%	-3%	6	-4%	-1%	5
COC(=O)c1nn(-c2c(C)n(C)n(-c3ccccc3)c2=O)cc1O	.	i	4%	5%	0%	6	-8%	8%	0
Cc1cc(NC(=O)NC(=O)c2cccc(OC(F)(F)C(F)F)c2)n[nH]1	4%	i	-26%	-4%	1%	6	13%	1%	9	PMK inhibit pilot replicates=1.5;MK inhibit pilot replicates=0.0;DPM-DC inhibit pilot screen %=0.0
CCOC(=O)c1cccc(NC(=O)C2CCCO2)c1 (stereo not drawn)	9%	i	-6%	-1%	5%	6	5%	8%	6
COc1ccc(CCn2c(N)cc(=O)[nH]c2=S)cc1OC	0%	i	-3%	-4%	0%	7	-4%	-1%	1
Fc1cccc(CN2CCCCCCC2)c1	6%	i	-19%	-25%	-3%	3	-5%	11%	0

The final four records of the part above come first, to join the parts.
SMILES	LYP inhibition	DPM-DC inhibit	HPDE-C7 viability	HPDE-C7K KRASV12	Bfl-1 displacement	MK inhibit	HT1080 cytotoxicity	Alkaline phosphatase	PMK inhibit	others
Cc1cc(NC(=O)NC(=O)c2cccc(OC(F)(F)C(F)F)c2)n[nH]1	4%	i	-26%	-4%	1%	6	13%	1%	9	PMK inhibit pilot replicates=1.5;MK inhibit pilot replicates=0.0;DPM-DC inhibit pilot screen %=0.0
CCOC(=O)c1cccc(NC(=O)C2CCCO2)c1 (stereo not drawn)	9%	i	-6%	-1%	5%	6	5%	8%	6
COc1ccc(CCn2c(N)cc(=O)[nH]c2=S)cc1OC	0%	i	-3%	-4%	0%	7	-4%	-1%	1
Fc1cccc(CN2CCCCCCC2)c1	6%	i	-19%	-25%	-3%	3	-5%	11%	0
CCOC(=O)N1CCN(S(=O)(=O)c2ccc(C(=O)Nc3nc4ccccc4s3)cc2)CC1	0%	.	-28%	-26%	-1%	8	2%	7%	13
CN1CCC(OC(=O)C23CCC(C)(C(=O)O2)C3(C)C)CC1 (stereo not drawn)	-2%	i	8%	8%	-3%	12	-7%	10%	2
CCOC(=O)COc1ccc(C2NC(C(=O)O)CS2)cc1 (stereo not drawn)	21%	i	-21%	8%	-10%	6	2%	-4%	7	PMK inhibit pilot replicates=2.5;MK inhibit pilot replicates=0.0;DPM-DC inhibit pilot screen %=0.0
Cc1c(C(=O)N(Cc2cccs2)C2CCS(=O)(=O)C2)oc2ccccc12 (stereo not drawn)	15%	i	-22%	-2%	-10%	5	8%	4%	0
CCCSCCCNC(=O)c1cc2c(s1)CS(=O)(=O)C2	15%	i	-5%	-8%	-2%	7	.	4%	0
Cc1cccn2c(=O)c3cc(C(=O)NCCCn4ccnc4)n(C)c3nc12	.	.	1%	-9%	17%	12	1%	-20%	13
C=CCOc1cccc(C2/C(=C(/O)c3ccccc3)C(=O)C(=O)N2CCCN2CCOCC2)c1 (stereo not drawn)	5%	i	1%	-1%	2%	9	0%	10%	11
CC(=O)c1ccc(Nc2nc(C)nc3c2oc2ccccc23)cc1	11%	i	12%	18%	-9%	7	1%	8%	7
O=C(Cc1c(F)cccc1Cl)Nc1cccnc1	15%	i	0%	-14%	-6%	5	8%	6%	9
COCCn1c(SCC(=O)OCc2ccccc2)nc2c1c(=O)[nH]c(=O)n2C	0%	i	-3%	-9%	-7%	0	-8%	6%	0
Cc1ccc2nc(NC3=NCN(CCN4CCOCC4)CN3)nc(C)c2c1	5%	i	-3%	2%	-5%	7	17%	14%	7
Cc1ccc2c(c1)N(CC(=O)N1CCCc3ccccc31)C(=O)C(C)O2 (stereo not drawn)	.	i	-29%	-16%	-12%	7	-4%	4%	16
O=C(COc1ccc(F)cc1)NC1CC1	19%	i	-10%	-8%	-8%	12	-2%	9%	6
COc1cc(C(=O)Nc2nc(-c3cccs3)cs2)cc(OC)c1OC	4%	i	-4%	-16%	-3%	5	-1%	13%	3	PMK inhibit pilot replicates=0.0;MK inhibit pilot replicates=0.0;DPM-DC inhibit pilot screen %=0.5
CCC(=O)N(CCCN(C)C)c1nc(-c2cc(OC)ccc2OC)cs1	4%	i	2%	11%	-5%	8	-11%	20%	4	PMK inhibit pilot replicates=0.0;MK inhibit pilot replicates=0.0;DPM-DC inhibit pilot screen %=5.0

Random excerpt: 6 records from the list, in no set order.
SMILES	LYP inhibition	DPM-DC inhibit	HPDE-C7 viability	HPDE-C7K KRASV12	Bfl-1 displacement	MK inhibit	HT1080 cytotoxicity	Alkaline phosphatase	PMK inhibit	others
O=C(COc1ccc(F)cc1)NC1CC1	19%	i	-10%	-8%	-8%	12	-2%	9%	6
COc1cc(C(=O)Nc2nc(-c3cccs3)cs2)cc(OC)c1OC	4%	i	-4%	-16%	-3%	5	-1%	13%	3	PMK inhibit pilot replicates=0.0;MK inhibit pilot replicates=0.0;DPM-DC inhibit pilot screen %=0.5
C=CCOc1cccc(C2/C(=C(/O)c3ccccc3)C(=O)C(=O)N2CCCN2CCOCC2)c1 (stereo not drawn)	5%	i	1%	-1%	2%	9	0%	10%	11
Cc1c(C(=O)N(Cc2cccs2)C2CCS(=O)(=O)C2)oc2ccccc12 (stereo not drawn)	15%	i	-22%	-2%	-10%	5	8%	4%	0
CCCSCCCNC(=O)c1cc2c(s1)CS(=O)(=O)C2	15%	i	-5%	-8%	-2%	7	.	4%	0
Cc1cccn2c(=O)c3cc(C(=O)NCCCn4ccnc4)n(C)c3nc12	.	.	1%	-9%	17%	12	1%	-20%	13

Next compounds.
SMILES	LYP inhibition	DPM-DC inhibit	HPDE-C7 viability	HPDE-C7K KRASV12	Bfl-1 displacement	MK inhibit	HT1080 cytotoxicity	Alkaline phosphatase	PMK inhibit	others
CC1(O)CC(=O)N(c2ccccc2)O1 (stereo not drawn)	.	i	-10%	-10%	-6%	8	-18%	-7%	10
COc1cc(C(=O)Nc2ccncc2)cc(OC)c1OC	9%	i	-3%	-13%	-2%	8	1%	4%	10
COc1ccc(-c2nnn(Cc3nn[nH]n3)n2)cc1OC	.	i	-1%	-11%	-2%	0	-5%	11%	18
Oc1ccccc1-c1cc(-c2ccc3c(c2)OCCO3)n[nH]1	0%	i	15%	16%	4%	11	26%	-19%	0
COc1cccc(CN2CCN(CC(=O)Nc3ccccc3Cl)CC2)c1	2%	i	-2%	-8%	4%	0	8%	8%	11
CS(=O)(=O)Nc1ccc(N2CCCCC2)c(Cl)c1	7%	i	.	.	5%	14	6%	10%	8
CCN(CC)CCNC(=O)CS(=O)Cc1nc(-c2ccccc2Cl)oc1C (stereo not drawn)	.	i	2%	7%	-1%	3	14%	9%	3
CCN(CC)S(=O)(=O)c1cccc2nsnc12	6%	i	10%	-3%	-9%	9	5%	6%	0
CCOC(=O)N1CCN(C(=O)COc2ccc(Br)cc2)CC1	6%	i	-1%	1%	-6%	9	2%	9%	7
COc1ccc(CCNC(=O)Cn2c(=O)oc3ccccc32)cc1OC	13%	i	.	.	.	0	6%	.	15
Cc1nonc1NC(=O)CSc1ccc(-c2ccccc2)nn1	11%	i	4%	11%	8%	1	-1%	8%	27*
O=C(C1COc2ccccc2O1)N1CCc2ccccc21 (stereo not drawn)	-2%	i	-7%	-4%	-3%	6	-8%	3%	21
COc1cccc(C2CC(c3c(Cl)cccc3Cl)n3nc(N)nc3N2)c1 (stereo not drawn)	14%	i	-7%	-5%	-2%	15	0%	15%	12	PMK inhibit pilot replicates=6.0;MK inhibit pilot replicates=1.0;DPM-DC inhibit pilot screen %=0.0
CCn1c(Cn2nnc(-c3ccccc3)n2)nnc1SCC(=O)Nc1cccc(C(C)=O)c1	-3%	i	4%	12%	-5%	10	-1%	20%	13
CC(C)CCN1C(=O)c2ccc(C(=O)OCn3nnc4ccccc4c3=O)cc2C1=O	4%	i	.	.	0%	0	-6%	7%	14
CCc1ccccc1NC(=O)CSc1nc2c(c(-c3ccco3)c1C#N)CCCC2	17%	i	-26%	-28%	5%	6	18%	12%	0
C=CCC1c2cccc(C(=O)O)c2C(=O)N1c1cccc(C)c1 (stereo not drawn)	6%	i	4%	-6%	3%	7	12%	6%	0
CCOC(=O)c1c(O)c2ccccc2n(-c2ccccc2)c1=O	.	i	-7%	-1%	1%	5	17%	6%	14
CCOc1ccccc1C1C(C(=O)Nc2ccccc2OC)=C(C)Nc2nnnn21 (stereo not drawn)	7%	i	-20%	2%	-1%	0	0%	6%	13
CCn1cc(C2=NOC(C(=O)Nc3ccc4c(c3)OCO4)C2)c(C)n1 (stereo not drawn)	-14%	i	1%	7%	2%	4	-5%	-1%	9
COc1ccc(NC(=O)c2ccccc2Cl)cc1NC(=O)CN1CCOCC1	-2%	i	0%	-4%	-1%	0	-10%	7%	12
CCC(=O)N1CCN=C1SCc1ccc(F)cc1	-8%	i	-7%	4%	0%	21	7%	9%	0
COC(=O)NCc1cc2cc(Cl)ccc2[nH]1	-16%	i	-4%	-7%	-4%	10	4%	10%	9
Cc1ccc(S(=O)(=O)n2nc(OC(=O)c3cccs3)cc2N)cc1	1%	i	-4%	-7%	5%	1	1%	8%	13
